Mito fusion act: inhibitors of mitochondrial division or activators of mitochondrial fusion | S. cerevisiae fusion-defective mutant growth rescue, CellTiterGlo 48 h | hit rate 0.23% among 320,000 | Potency, µM (top dose mostly 46.1 µM), without a hit: at the highest dose growth rescue (activation), actives largely listed as activators;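 note: potency is the fitted concentration of half-maximal effect; % of control where 0% means no effect; nearly all actives have a fitted effect of over 45% in size; temperature-sensitive fusion mutants such as fzo1-1 at 37 °C on non-fermentable ethanol glycerol medium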
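Temperature-sensitive fusion-defective S. cerevisiae (e.g. fzo1-1, mgm1-5) were grown with compound in YPEG medium (3% ethanol, 3% glycerol) for 48 hours at 37C. Growth rescue was measured as viability by CellTiterGlo luminescence after 10 minutes at ambient.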
TSHR antag: blocks TSH signaling through the human TSH receptor. AID 504810. hit rate 0.2% among 330,000. P16473. TSHR-expressing cells, TSH-stimulated cAMP HTRF, 2 h; hits give low values. activity change, negative = inhibition, % at 11.5 µM;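 active = activity change below a set negative limit, meaning inhibition stronger than a set level, cut at about -70% in these data; inconclusive = activity change between two set negative limits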; note: % is set by controls: 0 for no effect and ±100 for the full control effect
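Freshly harvested TSHR cells receive pin-tooled compound, then EC80 TSH at 4nM final. After 2 hours at 37 deg C, antibody in lysis buffer and cAMP-d2 are added; 30 minutes at ambient temperature precede the HTRF read.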
A-T KAP1 phos: potential ataxia-telangiectasia treatments restoring KAP-1 phosphorylation; […] A-T fibroblasts, KAP-1 phosphorylation AlphaLISA; neocarzinostatin DNA damage 30 min before lysis; Potency, µM (doses to about 57.5 µM), inactives show at the highest dose activation, actives largely listed as activators; hit rate 0.19% among 320,000; AID 485349; note: potency is the fitted concentration of half-maximal effect; % of control where 0% means no effect; nearly all actives have a fitted effect of over 45% in size
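ATM-like activity read as KAP-1 phosphorylation via AlphaLISA donor/acceptor antibody pairs after lysis and 6 hr at 25C. Cells were ATM-null patient fibroblasts ([…], hTERT), dosed 60 min, then exposed to the DSB inducer NCS for 30 min.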
MBNL1 CUG block: blocks human MBNL1 binding to CUG repeat RNA | AID 2675 | Potency, µM (series often up to 57.5 µM), for the others: at the top dose activity change, negative = inhibition, hits mostly inhibitors | TR-FRET MBNL1-His/biotin-(CUG)12 binding, 665/545 ratio | Q9NR56 | hit rate 0.036% among 280,000; active = well fitted inhibition curve with a large enough effect in the signal ratio, with a control signal flat, not every such curve was filed as active; inconclusive = small, poorly fitted or top-dose-only effect, or effect the other way, or a change in a side signal; inactive = no such curve, though single readings can be large or run the other way; the % refers to the signal ratio; note: potency is the fitted concentration of half-maximal effect; % is set by controls: 0 for no effect and ±100 for the full control effect
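Compounds (final 92 nM to 58 uM) are added to His-tagged MBNL1 and biotin-(CUG)12, then terbium anti-His antibody and streptavidin-XL665 (5 nM final). After 60 min at room temperature, the 665/545 nm ratio is read.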
TCR act: activates T cell receptor signaling; primary human leukocytes, anti-CD3, IL-2 HTRF, 48 h; 330,000 tested, under 10 active; Potency, µM (highest dose often 9.22 µM), for inactives: top-dose activation of IL-2 secretion, most hits filed as activators; AID 504894; note: % of control where 0% means no effect
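Using a-CD3 beads without co-stimulation, primary human leukocytes were exposed to compounds for 48 hr. An HTRF IL-2 kit measured the cytokine, with europium-to-d2 energy transfer producing emission at 665nm upon 320nm excitation.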
Menin-MLL TR inh: displaces Texas Red mutant MLL peptide from human menin. Menin + Texas Red MLL mutant peptide, fluorescence polarization. Potency, µM (highest dose often 61.6 µM), for inactives: at the highest dose FP activity change, negative = inhibition, most hits filed as inhibitors. hit rate 0.23% among 270,000. AID 1768; active = well fitted inhibition curve with a large enough effect in the polarisation, with a control signal flat, not every such curve was filed as active; inconclusive = small, poorly fitted or top-dose-only effect, or effect the other way, or a change in a side signal; inactive = no such curve, though single readings can be large or run the other way; the % refers to the polarisation; note: potency is the fitted concentration of half-maximal effect; % of control where 0% means no effect; many of its hits are not listed in these tables
Target sequence (O00255 whole entry, looked up): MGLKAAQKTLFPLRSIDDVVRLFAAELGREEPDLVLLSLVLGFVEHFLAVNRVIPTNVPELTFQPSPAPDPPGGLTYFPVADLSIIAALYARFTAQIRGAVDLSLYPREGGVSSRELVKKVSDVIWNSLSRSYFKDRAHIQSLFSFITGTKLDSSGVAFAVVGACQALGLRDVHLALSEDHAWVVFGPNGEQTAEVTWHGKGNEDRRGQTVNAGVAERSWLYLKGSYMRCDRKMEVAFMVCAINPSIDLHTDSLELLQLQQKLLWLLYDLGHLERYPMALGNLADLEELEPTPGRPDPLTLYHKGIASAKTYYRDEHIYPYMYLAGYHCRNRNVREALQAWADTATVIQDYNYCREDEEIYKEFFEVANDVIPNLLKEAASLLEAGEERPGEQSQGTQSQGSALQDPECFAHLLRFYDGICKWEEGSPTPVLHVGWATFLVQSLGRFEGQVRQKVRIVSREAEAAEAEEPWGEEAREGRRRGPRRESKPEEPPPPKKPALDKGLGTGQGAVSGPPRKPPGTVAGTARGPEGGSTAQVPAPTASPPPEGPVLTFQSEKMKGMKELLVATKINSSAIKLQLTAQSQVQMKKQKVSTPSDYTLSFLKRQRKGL
S-ASM inh: blocks human secretory acid sphingomyelinase | P17405 | Potency, µM (highest dose often 57.5 µM), for the others: at the highest dose activity change, negative = inhibition, hits mostly inhibitors | hit rate 0.006% among 340,000 | placental ASM, HMU-PC fluorogenic substrate, 60 min; note: potency is the fitted concentration of half-maximal effect
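qHTS format. ASM enzyme prepared from human placenta hydrolyses the fluorogenic substrate HMU-PC0 (9 uM final) over 60 min at 37 °C after a 10 min compound preincubation.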
PTAP TSG101 blk: blocks PTAP/TSG101 interaction to inhibit HIV-1 budding | AID 493005 | Q99816 | Fluorescence polarization, FITC-PTAP peptide / Tsg101 binding | Potency, µM (highest dose often 115 µM), for the others: top-dose activity change, negative = inhibition, hits mostly inhibitors | 340,000 tested, under 10 active; active = well fitted inhibition curve with a large enough effect in the main read-out, with a control signal flat, not every such curve was filed as active; inconclusive = small, poorly fitted or top-dose-only effect, or effect the other way, or a change in a side signal; inactive = no such curve, though single readings can be large or run the other way; note: potency is the fitted concentration of half-maximal effect; % of control where 0% means no effect
Target sequence (Q99816 whole entry, looked up): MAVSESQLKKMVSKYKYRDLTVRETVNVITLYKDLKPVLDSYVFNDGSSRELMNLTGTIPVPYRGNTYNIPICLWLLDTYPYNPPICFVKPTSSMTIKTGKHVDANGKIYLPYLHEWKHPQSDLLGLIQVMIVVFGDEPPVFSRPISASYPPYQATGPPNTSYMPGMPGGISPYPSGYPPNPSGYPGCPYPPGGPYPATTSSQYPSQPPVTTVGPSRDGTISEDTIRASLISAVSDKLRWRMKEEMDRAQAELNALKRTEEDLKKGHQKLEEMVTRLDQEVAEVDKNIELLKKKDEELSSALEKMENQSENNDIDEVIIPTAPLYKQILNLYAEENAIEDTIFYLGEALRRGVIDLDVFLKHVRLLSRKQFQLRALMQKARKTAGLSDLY
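Fluorescence anisotropy tracks displacement of a FITC-tagged PTAP peptide (50 nM) from the Tsg101 binding domain (10 uM), following a 20 min room-temperature incubation at pH 7.5.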
a7 integrin act: integrin-mediated muscular dystrophy alleviation activation. alpha7betagal myoblasts, beta-gal FDG fluorescence, 48 h. Potency, µM (doses to about 38.3 µM), for the others: top-dose activation, hits mostly activators. hit rate 0.064% among 350,000;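 note: potency is the fitted concentration of half-maximal effect; 100% = response of the positive control SU9516; nearly all actives have a fitted effect of over 60% in size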
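Alpha7betagal+/- myoblasts (passage 13) were plated 16-24 hr, then exposed to compounds (1:260 dilution of DMSO stock) for 48 hours at 37C. After MPER lysis, β-galactosidase reporter activity was read as FDG fluorescence (ex 480/em 540) after 30 minutes.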
CXXC DNA block: inhibitors of human MLL CXXC domain-DNA interaction; hit rate 0.037% among 290,000; MLL-CXXC / FITC-HOXA9 DNA fluorescence polarization; AID 2662; Potency, µM (doses to about 115 µM), without a hit: at the top dose activity change, negative = inhibition, most hits filed as inhibitors; Q03164; active = well fitted inhibition curve with a large enough effect in the polarisation, with a control signal flat, not every such curve was filed as active; inconclusive = small, poorly fitted or top-dose-only effect, or effect the other way, or a change in a side signal; inactive = no such curve, though single readings can be large or run the other way; the % refers to the polarisation; note: potency is the fitted concentration of half-maximal effect
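Purified MLL-CXXC (added from a 7 uM solution) was preincubated 5 min at ambient with pinned compounds in 50 mM Tris-HCl pH 7.5, 50 mM NaCl, 1 mM DTT, 0.05% BSA. Fluorescein-labeled HOX-A9 DNA (50 nM solution) followed, 30 min, then polarization read.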
Numbers without * were called inactive; ? = inconclusive; · = no result given; [ ] = another dose, or the depositor's remark. Unless noted, calls come from the whole dose curve; as a rule, active = well fitted curve in the direction sought with a large enough effect; inconclusive = small, poorly fitted or top-dose-only effect, or another doubt; inactive = no such curve, though single readings can be large; an effect the other way counts as inactive or inconclusive. A portion of the library; count on the stated rates, not on these rows.

Each structure is followed by: Mito fusion act	TSHR antag	A-T KAP1 phos	MBNL1 CUG block	TCR act	Menin-MLL TR inh	S-ASM inh	PTAP TSG101 blk	a7 integrin act	CXXC DNA block
> Cc1cccc2cc(CN(Cc3ccco3)C(=O)c3ccco3)c(=O)[nH]c12
    4%	-8	8%	1%	3%	?	-2%	1%	2%	34%[activator]
> CC(C)n1c(O)c(N=NC(=O)CNC(=O)Cc2ccc(Cl)cc2)c2ccccc21
    8%	5	3%	?	-1%	5%	-22%	-6%	-9%	7%
> COc1ccccc1NS(=O)(=O)c1ccc(C(=O)N2CCN(c3ccccc3)CC2)cc1
    2%	-2	11%	·	-1%	·	-1%	-1%	-17%	·
> CC1CCN(C(=O)c2ccccc2NC(=O)c2cccc(S(=O)(=O)N3CCOCC3)c2)CC1
    6%	0	·	-2%	-2%	?	0%	1%	1%	-1%
> O=C(Cc1ccccc1[N+](=O)[O-])NCC(O)c1ccc2c(c1)OCO2 (configuration not stated)
    ·	·	·	·	8%	·	5%	0%	12%	·
> CCCS(=O)(=O)c1c(S(=O)(=O)CCC)c2cc(-c3ccncc3)ccn2c1C(=O)OC
    10%	-11	7%	?	-7%	-11%	·	0%	-1%	8%
> NC(=NC1CCCCC1)c1ccc(Cl)cc1
    -7%	16	-2%	-4%	·	-4%	3%	-1%	0%	-4%
> COc1cccc(CC(=O)Nc2sc3c(c2C(N)=O)CCCC3)c1
    7%	-12	4%	78%[activator]	2%	6%	-1%	-1%	10%	-4%
> Cc1ccc(NS(=O)(=O)c2cccc(C(=O)NC3CCN(Cc4ccccc4)CC3)c2)c(C)c1
    ·	·	·	·	12%	·	1%	-12%	-72%[inhibitor]	·
> Cc1cc(N2C(=O)C(O)=C(C(=O)c3cc4ccccc4o3)C2c2ccc(OC(C)C)cc2)no1 (configuration not stated)
    8%	-26	-2%	17%	0%	26%	2%	0%	22%	13%

One compound at a time, from the list above. Screens in order: Mito fusion act | TSHR antag | A-T KAP1 phos | MBNL1 CUG block | TCR act | Menin-MLL TR inh | S-ASM inh | PTAP TSG101 blk | a7 integrin act | CXXC DNA block
CC(C)n1c(O)c(N=NC(=O)CNC(=O)Cc2ccc(Cl)cc2)c2ccccc21 is entered as 8% | 5 | 3% | ? | -1% | 5% | -22% | -6% | -9% | 7%
Cc1cccc2cc(CN(Cc3ccco3)C(=O)c3ccco3)c(=O)[nH]c12 is entered as 4% | -8 | 8% | 1% | 3% | ? | -2% | 1% | 2% | 34%[activator]
O=C(Cc1ccccc1[N+](=O)[O-])NCC(O)c1ccc2c(c1)OCO2 (configuration not stated) is entered as · | · | · | · | 8% | · | 5% | 0% | 12% | ·
CC1CCN(C(=O)c2ccccc2NC(=O)c2cccc(S(=O)(=O)N3CCOCC3)c2)CC1 is entered as 6% | 0 | · | -2% | -2% | ? | 0% | 1% | 1% | -1%

Next part:
Each structure is followed by: Mito fusion act	TSHR antag	A-T KAP1 phos	MBNL1 CUG block	TCR act	Menin-MLL TR inh	S-ASM inh	PTAP TSG101 blk	a7 integrin act	CXXC DNA block
> CCC(=O)NC1(C(F)(F)F)C(=O)Nc2c1c(=O)[nH]c(=O)n2Cc1ccco1 (configuration not stated)
    -3%	24	21%	-9%	4%	1%[11.7 µM]	9%	-9%	11%	-8%
> Cc1cc(C)c(C#N)c(SCC(=O)N(CC(C)C)C2CCS(=O)(=O)C2)n1 (configuration not stated)
    -6%	-1	4%	·	1%	·	2%	-1%	-18%	·
> COc1ccc(N2CCN(C(=O)[C@@H](NC(=O)c3ccccc3Cl)C(C)C)CC2)cc1
    6%	-7	3%	-6%	0%	-14%	-4%	-3%	-16%	1%
> CSc1ccccc1C(=O)Nc1cccc([N+](=O)[O-])c1C
    -9%	10	2%	13%	5%	7%	-1%	1%	23%	-6%
> Cc1ccccc1NC(=O)CSc1nnc(-c2ccccc2)n1-c1ccccc1
    0%	5	4%	?	-16%	-31%	-2%	-3%	-3%	8%
> Cc1nc(C)c(CCNC(=O)c2cccc(Cl)c2)s1
    -6%	-2	0%	-1%	-2%[46.1 µM]	-11%	3%	0%	-8%	19%
> COC(=O)c1ccc(NS(=O)(=O)c2ccc3[nH]c(=O)oc3c2)cc1
    2%	-2	4%	1%	3%	16%	16%	-1%	4%	-3%
> O=C(COC(=O)c1cc(NS(=O)(=O)c2cccs2)ccc1O)Nc1ccc(F)c(F)c1F
    0%	-1	-19%	-1%	-21%	?	-4%	-1%	-4%	1%
> Cc1nc(Cl)c(C(=O)Nc2cccc(F)c2)c(C)c1Cl
    11%	-9	-1%	-5%	5%	17%	-1%	-2%	-11%	1%
> Cc1ccc(-n2nc3c(c2NC(=O)c2ccc4c(c2)OCO4)CSC3)c(C)c1
    -1%	-5	4%	-3%	-7%	-12%	0%	-4%	12%	21%
> O=C(O)c1ccc(NC(=S)NCc2ccccc2)cc1
    2%	-11	11%	-6%	-1%	-4%	5%	0%	8%	15%
> Cc1ccccc1NCCNc1ccccc1C
    3%	-8	·	3%	3%	5%	-6%	-4%	4%	13%
> Cc1[nH]c2ccccc2c1C(=O)C(=O)N1CCN(c2ccccc2Cl)CC1
    12%	16	27%	0%	-4%	·	-12%	-3%	-3%	10%
> Cc1onc(-c2ccccc2Cl)c1C(=O)NC(=S)NCC(=O)c1ccccc1
    0%	19	-2%	19%	3%	-1%	-9%	-2%	9%	3%
> CCOC(=O)/C(C(=Nc1ccccc1)Nc1ccccc1)=C(\C)O
    -1%	6	3%	-3%	·	-19%	-3%	1%	40%	3%
> CCOc1ccccc1N1CCN(C(=O)CSc2ccc3c(c2)OCCO3)CC1
    -1%	8	4%	·	-6%	·	5%	-10%	26%	·
> COc1ccc(CN(C2CCCC2)S(=O)(=O)c2ccc(-n3cnnn3)cc2)cc1
    10%	·	·	1%	-15%	?	-22%	-5%	5%	-7%
> NC(=O)C1CCCN(CCc2ccccc2)C1 (configuration not stated)
    1%	3	12%	-3%	-1%	-2%	5%	-6%	-16%	13%
> CCN(CC)CCn1c2ccccc2c2nc3ccc([N+](=O)[O-])cc3cc21
    1%	-4	-8%	?	1%	·	-13%	2%	-2%	10%
> CCOC(=O)Cc1[nH]nc2c1C(C1C=CCCC1)C(C#N)=C(N)O2 (configuration not stated)
    -8%	-6	6%	-6%	-3%	-6%	0%	-9%	-5%	3%
> COc1ccccc1NC(=O)c1ccccc1NC(=O)c1cccs1
    -2%	-10	2%	-1%	0%	?	-9%	-2%	32%	1%
> CC1(C)CC(=O)C=C(C(=O)N2CCCC(C(=O)c3cccc(C(F)(F)F)c3)C2)O1 (configuration not stated)
    0%	11	-11%	-4%	-11%	·	-3%	-3%	6%	-3%
> COc1cccc(N/N=C/c2cccc(Br)c2O)c1
    2%	-4	6%	-11%	-2%	·	-1%	0%	-34%	-7%
> CC1(C)C2CCC1(C)C(OC(=O)c1ccccc1C(=O)O)C2 (configuration not stated)
    0%	0	7%	-10%	7%	·	2%	0%	-5%	-7%
> O=C(Nc1nccs1)c1cccnc1Cl
    -3%	5	-9%	-10%	-2%	-14%	-12%	-2%	33%	4%
> O=C(Nc1cc(C(=O)N2CCOCC2)ccc1N1CCCC1)c1cccs1
    2%	4	5%	10%	8%	5%	4%	-9%	-15%	5%
> C=CCN(c1ccccc1)S(=O)(=O)c1cccc(C(=O)NCc2ccco2)c1
    ·	·	1%	·	8%	·	-1%	0%	0%	·
> CCOC(=O)Cc1csc(NC(=O)COc2ccc(OC)cc2)n1
    -6%	2	8%	-9%	-6%	0%	-4%	-5%	-33%	3%
> CCN(C(=O)CSc1nnc2nc(C)cc(C)n12)c1ccccc1
    -4%	5	-6%	-3%	·	-1%	-3%	1%	-5%	1%
> COC(=O)c1ccc(NC(=O)C(=O)c2c[nH]c3ccccc23)cc1
    3%	-2	-1%	6%	·	-5%	5%	-1%	-31%	22%
> C=CCNC(=S)N(C1CCCCC1)C1CCCCC1
    0%	-2	-3%	-4%	3%	-23%	-2%	-2%	-47%[inhibitor]	7%
> CCCCn1cnc2c(cnn2-c2ccc(F)cc2)c1=O
    -1%	21	7%	-6%	-2%	·	-3%	-1%	-12%	-2%
> Cc1ccc(CN2C(=O)CSC2c2ccccc2F)cc1 (configuration not stated)
    13%	-13	13%	4%	2%	?	-1%	-2%	-46%[inhibitor]	0%
